PI4K2A inh: PI4K2A (human) kinase inhibition | actives 0.13% (n = 420,000) | Q9BTU6 | AID 1346378 | purified PI4K2A, ADP-Glo luminescence, 1 h; stronger effect = lower value | activity change, negative = inhibition, % at 76.9 µM; in the data active means activity change below about -50%; inconclusive means mostly about -30% to -49%;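 further: -100% = wells without enzyme as full effect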
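Compounds are screened against recombinant PI4K2A using PI as substrate and ATP, the latter dispensed at 300 microM. Reactions run one hour at ambient temperature before ADP-Glo detection; full inhibition defined by wells lacking enzyme.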
GLS inhibitor: glutaminase GLS (human) inhibition | O94925 | AID 624170 | GLS enzymatic activity, qHTS titration | Potency, µM (series often up to 45.5 µM), for the others: at the top dose activity change, negative = inhibition, actives largely listed as inhibitors | actives 0.21% (n = 410,000); active means well fitted inhibition curve with a large enough effect; inconclusive means small, poorly fitted or top-dose-only effect, or another doubt; inactive means no such curve, though single readings can be large or run the other way; further: potency means the concentration at half of the fitted maximal effect
Target sequence (O94925 whole entry, looked up): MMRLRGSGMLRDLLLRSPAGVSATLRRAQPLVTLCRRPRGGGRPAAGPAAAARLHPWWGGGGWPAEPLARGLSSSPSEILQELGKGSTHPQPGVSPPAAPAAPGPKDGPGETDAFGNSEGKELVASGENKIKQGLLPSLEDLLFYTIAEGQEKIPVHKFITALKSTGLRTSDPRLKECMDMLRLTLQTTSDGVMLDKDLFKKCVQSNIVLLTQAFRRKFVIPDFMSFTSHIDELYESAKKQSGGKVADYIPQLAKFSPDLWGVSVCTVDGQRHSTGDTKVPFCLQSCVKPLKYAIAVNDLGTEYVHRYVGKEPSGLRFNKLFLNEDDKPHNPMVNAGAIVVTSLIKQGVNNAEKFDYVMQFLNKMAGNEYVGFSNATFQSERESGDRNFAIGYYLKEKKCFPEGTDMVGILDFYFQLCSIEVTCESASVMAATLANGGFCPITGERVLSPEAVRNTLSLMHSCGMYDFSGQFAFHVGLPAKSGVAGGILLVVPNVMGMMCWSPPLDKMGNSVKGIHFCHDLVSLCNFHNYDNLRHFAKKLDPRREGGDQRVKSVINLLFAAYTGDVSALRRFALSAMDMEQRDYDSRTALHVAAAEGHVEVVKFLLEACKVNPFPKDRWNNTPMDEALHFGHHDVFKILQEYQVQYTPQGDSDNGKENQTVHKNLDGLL
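Assay buffer: 45 mM KH2PO4 pH 8.2, 0.02% Tween-20. hKGA acts on L-glutamine (1 mM solution added); product glutamate is reported by an oxidase/peroxidase Amplex Red coupling, with fluorescence taken at baseline and 30 min.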
An asterisk follows results filed as active; i = inactive; u = inconclusive; [ ] = dose if it differs, or a comment. Unless noted, on the % scale 0 is the no-effect control and ±100 the full control effect.

SMILES	PI4K2A inh	GLS inhibitor
CCCc1ccc(C(O)c2ncc(-c3ccc(C)cc3)[nH]2)cc1 (centres undefined)	-0.4	-1.2%
CCOC(=O)N(C)c1c(CC)nc2c(OCc3ccc(F)c(F)c3)cccn12	-3.9	4.5%
Cc1ccc(NC(=O)C2(C)CCN2C(=O)c2ccccc2CCc2ccccc2)cc1C (centres undefined)	4.7	3.9%
CCCC(=O)N1CCC1(C)C(=O)NS(=O)(=O)c1cccc(F)c1 (centres undefined)	-11.8	2.4%
COc1ccc(CN2C[C@@H](CO)O[C@@H](n3cnc4c(N5CCN(C)CC5)ncnc43)C2)cc1	0.1	5.2%
CCOC(=O)C1=CC[C@@H](c2ccccc2)N(S(=O)(=O)c2ccc(C)cc2)[C@H]1c1cccc(OC)c1	-1.2	-7.2%
CC(C)C[C@@H]1COc2cc(N(C)CCO)ccc2S(=O)(=O)N1	-4.7	1.9%
C[C@@H](NC(=O)[C@@H]1CCCN1C(=O)[C@@H]1CCCN1C(=O)OC(C)(C)C)c1ccccc1	6.4	-19.6%
CCCOc1ccc(F)cc1-c1cc(C(=O)NCc2cccc(Cl)c2)[nH]n1	-0.2	2.3%
CCCCN(C=O)c1c(CC)nc2ccc(C(=O)N3CCN(S(=O)(=O)CC)CC3)cn12	-5.1	-0.3%
CC1(C(=O)NS(=O)(=O)c2ccccc2Cl)CCN1C(=O)Cc1cc(F)ccc1F (centres undefined)	0.9	0.4%
CN(C)c1ccc(CN2CCC(C(=O)NC(c3ccc(F)cc3)c3ccc4ccccc4n3)CC2)cc1 (centres undefined)	-2.9	28.7%
Cn1c(=O)c2cc(NC(=O)NCCc3ccccc3)ccc2n1Cc1ccc(F)cc1	-3.0	2.5%
CC(=O)NC1(C)CCC2CC1C(C)=NC2(C)C (centres undefined)	4.5	-6.2%
CCCNC(=O)C1(C)CCCN(Cc2ccc3ccccc3c2)C1 (centres undefined)	1.0	5.3%
Cc1ccc(CN2CC(N3CC=CC3)CS2(=O)=O)cc1 (centres undefined)	0.2	u
CNC(=O)C1CCC(=O)N1Cc1c[nH]c2ccccc12 (centres undefined)	-1.0	2.0%
CC(C)C[C@H]1CN(CCCC[C@@H]2CNC(=O)C(=O)N2CCc2ccccc2)C(=O)C(=O)N1CCc1ccccc1	3.8	4.6%
COc1ccncc1-c1csc(C(O)c2ccccc2)n1 (centres undefined)	4.3	8.4%
CCNC(=O)C1(C)CCN(C(=O)c2ccccc2)C1 (centres undefined)	2.3	-3.0%
CN(C)c1cccc(CNC(=O)c2ccc3sc([C@@H]4O[C@H](CO)[C@H](O)[C@H](O)[C@H]4O)nc3c2)c1	2.2	35.8%[activator]
Cc1noc(C)c1S(=O)(=O)NC(=O)C1(C)CCN1C(=O)Cc1ccc(-c2ccccc2)cc1 (centres undefined)	4.3	4.0%
C=C[C@]1(C)C=C2C(=O)C[C@H]3C(C)(C)CCC[C@]3(C(=O)O)[C@@]2(O)CC1	1.7	-17.6%
O=C(NCc1cccnc1)c1cc(C2CCCN(C(=O)C3CCCCC3)C2)on1 (centres undefined)	0.1	6.3%
CC1(C(=O)N2Cc3ccccc3C2)CCN1C(=O)C1(c2ccc(Cl)cc2)CC1 (centres undefined)	0.0	0.2%
Next section
SMILES	PI4K2A inh	GLS inhibitor
COCCNc1nc(NCCN2CCNC2=O)c2sccc2n1	0.3	6.0%
O=C1NC(O)CCN1C1CC(O)C(CO)O1 (centres undefined)	3.8	-14.4%
CS(=O)(=O)c1ccc(Nc2nc(C(N)Cc3ccccc3)cs2)cc1 (centres undefined)	2.2	1.0%
N#Cc1ccc(-c2nc3ccc(Br)cn3c2Cc2cccc(F)c2)cc1	-23.0	3.8%
C[C@@H]1COc2cc(N3CCN(Cc4ccccc4F)CC3)ccc2S(=O)(=O)N1	-6.7	1.2%
Cc1nc2c(OCc3ccc(C(F)(F)F)cc3)cccn2c1N(C)C(=O)CCC1CCCC1	-5.2	5.6%
CN(C)c1ncnc2c1ncn2[C@H]1CN(Cc2ccccc2)C[C@@H](CO)O1	0.1	4.7%
CCNC(=O)C1(C)CCN(Cc2ccccc2-c2ccccc2)C1 (centres undefined)	2.9	23.4%
O=C(NCc1ccc(Cl)nc1)c1ccc2nc([C@@H]3O[C@H](CO)[C@H](O)[C@H](O)[C@H]3O)[nH]c2c1	-7.6	2.3%
CCCCC(CC)COC(=O)c1ccccc1C(=O)O (centres undefined)	i	16.0%[99.4 µM]
CCCNC(=O)OC1CC2CC1[C@H]1CCCCN1C2=O (some centres undefined)	0.9	0.0%
CC(=O)Nc1cc(-c2ccccc2Cl)cn2c(-c3ccc(S(C)(=O)=O)cc3)cnc12	0.3	-4.0%
COc1ccc(OC)c(NC(=O)Nc2nnc(COCCO)s2)c1	-1.2	2.3%
COCCNC(=O)C1(C)CCN(C(=O)COc2ccc(Cl)cc2Cl)C1 (centres undefined)	6.6	-9.7%
COc1ccc(-c2nc3ccc(Cl)cn3c2Cc2ccc(C)cc2)cc1OC	4.7	-1.9%
CCCS(=O)(=O)NC(=O)C1(C)CCN(C(=O)c2ccccc2Br)C1 (centres undefined)	-0.9	20.9%
CC(=O)c1cccc(-c2cnc3c(NC=O)cc(-c4cccc(C(=O)N(C)C)c4)cn23)c1	-0.1	5.0%
O=C(O)Cc1ccc(N2N=C(c3ccccc3)CC2=O)cc1	u	u
Cc1ccc2cc(F)ccc2n1	6.0	-19.5%
CC1(C(=O)NCc2ccccc2)CCC(=O)N1CCOc1ccccc1 (centres undefined)	-1.7	4.9%
COc1cc(F)ccc1-c1csc(C(C)(NC(C)=O)c2ccccc2)n1 (centres undefined)	-1.8	5.1%
CS(=O)(=O)N1Cc2cc(C(=O)NCC3CC3)nc(-c3cccc(-c4cccnc4)c3)c2[C@H]1CCO	-5.2	-7.3%
CCCCNC(=O)C1c2ccccc2OCC(=O)N1Cc1cccnc1 (centres undefined)	5.8	2.5%
CC(C)Sc1nc(-c2cccs2)nc2cc(Cl)ccc12	4.2	-13.6%
Cc1cc(Cl)ccc1-c1nc(NCc2ccccc2)nc2ccsc12	-1.4	-16.8%

Three entries from above, arranged by formula weight, falling.
SMILES	PI4K2A inh	GLS inhibitor
COc1cc(F)ccc1-c1csc(C(C)(NC(C)=O)c2ccccc2)n1 (centres undefined)	-1.8	5.1%
CCCNC(=O)OC1CC2CC1[C@H]1CCCCN1C2=O (some centres undefined)	0.9	0.0%
CCCCC(CC)COC(=O)c1ccccc1C(=O)O (centres undefined)	i	16.0%[99.4 µM]

(further entries)
SMILES	PI4K2A inh	GLS inhibitor
COC(=O)C1(C)CCc2c(ccc3ccccc23)C1=O (centres undefined)	2.9	4.5%
CC1=C(C(=O)N2CCOCC2)CC(CC(=O)NCCCN(C)C)C(=O)N1Cc1ccc(C(C)(C)C)cc1 (centres undefined)	-0.2	-0.3%
OC[C@@H]1CN(Cc2ccccc2)C[C@H](n2cnc3c(NCc4ccncc4)ncnc32)O1	-1.0	2.4%
O=S1(=O)CC(N2CCCCC2)CN1Cc1cn(Cc2ccccc2)nn1 (centres undefined)	-3.5	3.4%
COc1ccc(-c2cnc3c(NC=O)cc(-c4ccccc4)cn23)cc1OC	-4.0	-10.7%
CCCCOCCCNC(=O)C[C@@H]1C[C@@]2(C(=O)OCC)CCC=C2N(Cc2ccc3c(c2)OCO3)C1=O	-6.3	-9.0%
COc1ccc(CCN2C(=O)c3ccccc3C2c2nnnn2-c2c(C)cccc2C)cc1OC (centres undefined)	-3.6	-3.0%
CC(C)n1[nH]c2ccccc2c1=O	0.9	-23.0%
COc1ccc(C2=C(c3ccccc3)OC(OC)c3cc(F)ccc32)cn1 (centres undefined)	-0.7	15.6%
O=c1ccn([C@@H]2O[C@H](CNCc3ccccc3)[C@@H](O)[C@H]2O)c(=O)[nH]1	4.3	-8.2%
CC(C)(C)NC(=O)C1(C)CCC(=O)N1C1CC1 (centres undefined)	-0.4	-4.0%
COc1ccc(-c2ccc(C(=O)NCC3CCOCC3)c3occc23)c(C)c1	-2.5	5.3%
CC(C)CC1OC(C)CC2=C1C(=O)OC(C)(C)O2 (centres undefined)	0.6	-0.3%
O=C(NC1CCCCC1)C1c2ccccc2OCC(=O)N1Cc1cccnc1 (centres undefined)	-3.4	0.6%
COc1ccc2cc3[n+](cc2c1O)CCc1cc2c(cc1-3)OCO2	-52.3*	u
Cc1ccc(OCCN2CCC2(C)C(=O)NCc2cccc3ccccc23)cc1 (centres undefined)	1.9	2.8%
Cc1ccc(C)c(C(O)c2ncc(-c3ccc(F)cc3)[nH]2)c1 (centres undefined)	3.5	-8.6%
CC(COc1ccccc1)NN (centres undefined)	-12.0	4.4%
Brc1ccc2nc(-c3ccco3)c(CC3CCCCC3)n2c1	-25.9	-29.0%
CC1=C(C(=O)N2CCOCC2)CC(CC(=O)NCC2CCCCC2)C(=O)N1Cc1ccc(C(C)(C)C)cc1 (centres undefined)	-2.7	-5.6%
CCc1nc2ccc(C(=O)NC3CCN(Cc4ccccc4)CC3)cn2c1N(C)Cc1cccs1	-3.6	23.8%
Cc1cccc(CN2CCN(C3CN(Cc4cn(Cc5ccccc5C(F)(F)F)nn4)S(=O)(=O)C3)CC2)c1 (centres undefined)	-1.2	0.0%
CCOCCC(=O)Nc1ccc2c(c1)c(=O)n(C)n2-c1ccc2ccccc2c1	-3.7	16.5%
Cc1cc(C)nc(Nc2nc(C(N)Cc3ccccc3)cs2)n1 (centres undefined)	3.1	8.1%
CC(=O)NCCNC(=O)C1(C)Cc2c(-c3ccccc3)ccnc2O1 (centres undefined)	-6.3	-2.4%

Entries of single compounds, quoted from the list:
Cc1ccc(OCCN2CCC2(C)C(=O)NCc2cccc3ccccc23)cc1 (centres undefined) is entered as PI4K2A inh = 1.9; GLS inhibitor = 2.8%
CS(=O)(=O)c1ccc(Nc2nc(C(N)Cc3ccccc3)cs2)cc1 (centres undefined) is entered as PI4K2A inh = 2.2; GLS inhibitor = 1.0%

Next compounds:
SMILES	PI4K2A inh	GLS inhibitor
COc1ccc(-c2cnc3c(NC(C)=O)cc(-c4ccc(S(C)(=O)=O)cc4)cn23)cc1OC	-2.3	0.4%
O=C(C1=NOC2(C1)C(=O)Nc1ccccc12)N1CCCC1 (centres undefined)	-1.1	-5.8%
COc1ccccc1CCC(=O)Nc1ccc2c(c1)c(=O)n(C)n2-c1cccs1	-3.1	-1.7%
CCc1nc2c(OCc3ccc(Cl)cc3)cccn2c1N(C)C(=O)c1ccco1	0.2	3.9%
Cc1cc(F)ccc1C(O)c1ncc(-c2ccccc2F)[nH]1 (centres undefined)	-8.7	-3.0%
COc1ccc(F)cc1-c1cc(NC=O)c2ncc(-c3cc(OC)c(OC)c(OC)c3)n2c1	-0.3	4.5%
COCCNC(=O)C1(C)CCN(C(=O)C2(c3ccc(Cl)cc3)CCCC2)C1 (centres undefined)	0.2	1.1%
OC(c1ccccc1)(c1ccccc1)C1CCN(CCCOc2ccc3c(c2)CCCC3)CC1	1.6	-8.4%
CC(C)(C)n1nnnc1C(c1cc2ccccc2o1)N1CCCC1 (centres undefined)	-10.0	-5.8%
Nc1[nH]c(C(=O)c2ccccc2)c(-c2ccncc2)c1C(=O)NC1CC1	-0.5	33.0%[activator]
CCc1nc2c(OCc3ccc(C(F)(F)F)cc3)cccn2c1N(C)C(=O)C(C)C	-5.5	-0.1%
CC(C)C[C@H]1CN(CCCC[C@@H]2CNC(=O)C(=O)N2CCc2ccccc2)C(=O)C(=O)N1Cc1ccccc1	1.0	-2.3%
O=C(Cc1csc2ccccc12)NCC1CC1	-6.4	-26.4%
OC[C@@H]1CN(Cc2ccc3c(c2)OCO3)C[C@H](n2cnc3c(NC4CCCC4)ncnc32)O1	-2.4	7.6%
CCCNC(=O)C1(C)CCCN(C(=O)c2ccc(OC(F)F)cc2)C1 (centres undefined)	-1.7	0.0%
CC1=C(C(=O)N(C(C)C)C(C)C)CC(CC(=O)NCCCCc2ccccc2)C(=O)N1CCC1=CCCCC1 (centres undefined)	1.3	0.1%
CCOC(=O)C1CCCN(C(=O)c2ccc3ccccc3c2)CC1 (centres undefined)	-1.2	6.3%
C=Cc1ccc(Cn2c(C)c(C(=O)NCc3cccc(C)c3)sc2=O)cc1	-1.0	u
Cc1cccc(C)c1-n1nnnc1C1(C)CCC(=O)N1CCc1ccc(O)cc1 (centres undefined)	-5.5	3.8%
CCCNC(=O)C1(C)CCCN(Cc2ccc(C)cc2)C1 (centres undefined)	-0.3	5.5%
CC1(C(=O)NC2CCCCCC2)CCN1C(=O)C1(c2ccccc2)CC1 (centres undefined)	-2.0	3.6%
CCc1nc2c(OCc3ccc(C(F)(F)F)cc3)cccn2c1N(C)C(=O)c1ccc(C)cc1	-3.1	10.5%
CCc1nc2c(OCc3ccc(Cl)cc3Cl)cccn2c1N(C)C(C)=O	0.0	3.1%
COCCCNC(=O)C[C@@H]1C[C@@]2(C(=O)OC)CCCCC=C2N(Cc2cccc3ccccc23)C1=O	-4.3	-9.1%
Cc1ccccc1CNC(=O)c1csc([C@@H]2C[C@H](O)[C@@H](CO)O2)n1	-3.8	0.8%
Cc1cccnc1C1=NOC(Cc2ccccc2)C(=O)N1Cc1ccc(F)cc1 (centres undefined)	-8.5	-3.4%
COC(=O)c1cnc(Nc2nc(C(N)COCc3ccccc3)cs2)nc1C(F)(F)F (centres undefined)	-2.7	1.4%
C=CCNc1ncnc2c1ncn2[C@H]1CN(CCc2ccccc2)C[C@@H](CO)O1	-4.2	3.0%

This is a subset. The share of hits here may be higher or lower than overall.
